# Efflux pump inh = inhibitors of Candida efflux pumps in yeast, primary screen, S. cerevisiae, Nile Red, multiplex; S. cerevisiae Candida pump triplex; inhibition, % at 10 µM; hit rate 0.44% among 330,000;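 active = plate passing quality check with inhibition over a set limit, or well fluorescence over plate mean plus 4 SD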;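 also: Nile Red retained in pooled yeast measured as flow cytometry median fluorescence; 0% = buffer negative control and 100% = Enniatin B positive control; higher means more Nile Red kept so more efflux inhibition; some compounds called inactive have numbers as strong as hits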
# PREPL inhibitor = PREPL enzyme inhibitors, primary screen, biochemical, fluorescence polarization; hit rate 0.68% among 320,000; inhibition, % at 5.96 µM; recombinant PREPL, fluorescence polarization activity-based probe; in the data active = inhibition above about 43%;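 also: 0% = enzyme with DMSO and 100% = wells lacking enzyme; many of its hits are not listed in these tables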
# Target sequence (Q4J6C6 whole entry, looked up): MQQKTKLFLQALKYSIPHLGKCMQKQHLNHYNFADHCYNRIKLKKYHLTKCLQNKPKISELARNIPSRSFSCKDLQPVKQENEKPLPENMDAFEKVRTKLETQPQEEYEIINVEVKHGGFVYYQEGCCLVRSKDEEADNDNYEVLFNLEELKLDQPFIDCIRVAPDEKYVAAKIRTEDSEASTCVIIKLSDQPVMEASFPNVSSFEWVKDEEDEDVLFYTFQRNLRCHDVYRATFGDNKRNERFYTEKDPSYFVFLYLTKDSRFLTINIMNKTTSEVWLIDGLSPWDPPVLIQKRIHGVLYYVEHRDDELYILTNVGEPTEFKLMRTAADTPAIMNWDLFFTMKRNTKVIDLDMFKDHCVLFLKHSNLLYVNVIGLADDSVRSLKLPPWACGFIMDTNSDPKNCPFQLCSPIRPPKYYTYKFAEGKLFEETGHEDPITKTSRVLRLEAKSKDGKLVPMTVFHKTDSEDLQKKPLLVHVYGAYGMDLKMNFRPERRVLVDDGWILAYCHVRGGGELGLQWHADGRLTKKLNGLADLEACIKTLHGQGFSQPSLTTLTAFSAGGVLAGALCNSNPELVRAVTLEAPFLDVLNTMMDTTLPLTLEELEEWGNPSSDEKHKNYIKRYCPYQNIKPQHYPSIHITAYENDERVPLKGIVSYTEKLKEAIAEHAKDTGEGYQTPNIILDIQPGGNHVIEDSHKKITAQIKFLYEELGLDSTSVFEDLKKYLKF
# The depositor's hits bear a star; nt = not tested or not shown; + = active, no number. Only part of the results is shown, so the mix of outcomes need not match the whole.
SMILES,Efflux pump inh,PREPL inhibitor
COc1cc(OC)cc(-c2sc3ccc(OC)cc3c2-c2ccc(OCCN3CCCCC3)cc2)c1,+,nt
O=C(NNC(=S)Nc1ccc(Br)cc1)c1ccccc1Br,-0.1,nt
COc1ccc(CN2C[C@H]3CCCN3c3cc(Br)ccc3S2(=O)=O)cc1,0.4,nt
COc1ccc(C(=O)N[C@H](C(=O)NC2CCCCC2)C(C)C)cc1,-0.2,11.5
NC(=O)c1nc[nH]c1C(=O)Nc1cccc(NC(=O)c2cccc(C(F)(F)F)c2)c1,-0.2,-4.4
CC(C)[C@H](NS(=O)(=O)c1ccccc1)C(=O)OCC(=O)NC(=O)NC1CCCCC1,-0.2,13.6
O=C(Nc1cccc(S(=O)(=O)NC2=NCCC2)c1)c1ccccc1F,-0.3,12.4
CCSc1nc2cc(S(=O)(=O)N3CCOCC3)ccc2o1,0.2,17.3
O=C(O)c1cc(NS(=O)(=O)c2ccc(F)cc2)cc(NS(=O)(=O)c2ccc(F)cc2)c1,0.3,12.8
O=C(COC(=O)c1ccccc1O)NCc1ccc2c(c1)OCO2,0.1,-7.0
Cc1cccc(CCN2C(N(C)C)=NC[C@@H]2Cc2ccccc2)c1,0.3,2.7
CCc1ccc(/C=C(\C#N)C(=O)NC2CCS(=O)(=O)C2)cc1 (configuration not stated),-0.2,-5.9
COC(=O)C1=C(C)N(Cc2ccccc2)C(=NCc2cccc(C(F)(F)F)c2)N[C@H]1c1cccc(C(F)(F)F)c1,-0.1,-47.3
O=C(COC(=O)c1ccc(S(=O)(=O)N2CCOCC2)cc1)NCc1ccccc1,-0.3,5.0
C=CC[C@@H](CC(=O)N(CCO)Cc1ccccc1)C(=O)N[C@H](COC(=O)[C@H](CC=C)CC(=O)OC(C)(C)C)Cc1c[nH]c2ccccc12,0.5,17.2
COc1ccc(C(CNC(=O)CN(C)S(=O)(=O)c2ccc(C)cc2)N2CCCC2)cc1 (configuration not stated),0.0,5.8
COc1ccc(NC(C)=O)cc1S(=O)(=O)Nc1ccc(S(=O)(=O)N2CCCCC2)cc1,0.0,8.1
CCC(CO)Oc1cc(NCc2cccnc2)c2ncn(C(C)C)c2c1 (configuration not stated),-0.2,21.5
CCN1C(=O)c2cccc3c(S(=O)(=O)N(C(C)=O)c4ccc(OC(C)=O)cc4)ccc1c23,-0.1,19.1
C[C@H]1CN(S(=O)(=O)c2ccc3c(c2)OCCO3)CCN1S(=O)(=O)c1c(F)cccc1F,-0.2,13.2
NC1=NC[C@@H](CC2CCCCC2)N1CCc1cc(C(F)(F)F)cc(C(F)(F)F)c1,0.1,35.2
COC(=O)[C@]1(Cc2ccccc2)N[C@H](CN(C)C(=O)c2ccc(C(C)(C)C)cc2)[C@@H]2C(=O)N(Cc3ccccc3)C(=O)[C@@H]21,0.7,-1.6
COc1ccc(C=NNC(=O)c2ccccc2NS(=O)(=O)c2cccs2)cc1O,0.0,0.5
COc1ccc(NC(=O)CCOc2ccccc2F)cc1S(=O)(=O)N1CCCCC1,-0.1,19.3
C=CCN(CC(=O)Nc1cccnc1)S(=O)(=O)c1ccc(Cl)cc1,-0.2,10.4
C[C@H](CO)N1C[C@H](C)[C@@H](CN(C)S(=O)(=O)c2cccs2)Oc2c(NC(=O)c3ccncc3)cccc2C1=O,-0.2,10.4
CSc1nc(N)nc2c1ncn2CC(=O)NCc1ccc2[nH]ccc2c1,-0.3,21.4
Cc1cccc(NC(=O)[C@@H]2CCCN2S(=O)(=O)c2ccc(Cl)cc2)c1,-0.6,8.8
CC(=O)Nc1cccc(NC(=O)CSc2nnc3ccccn23)c1,0.1,-2.1
CC1CCc2c(sc3ncnc(SCC(=O)N(C)C4CCS(=O)(=O)C4)c23)C1 (configuration not stated),-0.4,19.6
Cc1sc2nc(SCC(=O)Nc3cccc(S(N)(=O)=O)c3)[nH]c(=O)c2c1C,0.1,14.1
C[C@H](CO)N1C[C@H](C)[C@@H](CN(C)S(C)(=O)=O)Oc2ccc(NC(=O)c3ccncc3)cc2C1=O,-0.2,6.7
Cc1ccc(S(=O)(=O)Nc2cccc(S(=O)(=O)Nc3ccccc3C(=O)O)c2)c(C)c1,0.2,11.8
COCCN(CC(=O)Nc1cccc(C)c1C)C(=O)Cc1ccsc1,-0.1,6.9
COc1cc2sc3cc(NCCCN4CCOCC4)ccc3c(=O)c2cc1OC,-0.2,22.9
CCCC[C@@H]1C=C(C(=O)O)[C@H](c2ccc(Cl)cc2)N1S(=O)(=O)c1ccc(C)cc1,0.4,23.7
CCOc1ccccc1C(=O)NCC(=O)NNC(=O)c1cccs1,-0.1,2.9
CCN(CC(=O)Nc1cc(Cl)cc(Cl)c1)CC(=O)NC1CCS(=O)(=O)C1 (configuration not stated),-0.2,2.4
Cc1ccc2c(c1)C(=O)C(=O)N2Cc1ccc(C(F)(F)F)cc1,-0.2,27.9
CCN(c1ccccc1)S(=O)(=O)c1ccc(C(=O)N2CCN(c3ccccc3)CC2)cc1,0.3,28.9
COc1ccc(-c2nnc(SCC(=O)Nc3c(Cl)cc(Cl)cc3C(=O)O)o2)cc1,0.1,24.8
Nc1ccccc1-c1nnc(SCC(=O)Nc2ccccc2OC(F)F)[nH]c1=O,0.0,-2.5
C#CCOCCOCCOCCNc1nc(N2CCN(C(=O)C([C@@H](C)O)n3cc([C@@H](N)CCCCN)nn3)CC2)nc(N2CCN(C(=O)[C@H](CCCCN)n3cc([C@@H](N)CC(N)=O)nn3)CC2)n1 (some centres not stated),-0.1,6.9
COc1ccc(C2=NOC(Cn3nc(-c4ccccc4)cc3C(=O)NCc3cccs3)C2)cc1 (configuration not stated),0.4,9.0
COc1ccc(-n2nnnc2SCC(=O)N(C)C2CCS(=O)(=O)C2)cc1 (configuration not stated),0.2,-6.6
C[C@H](CO)N1C[C@H](C)[C@@H](CN(C)S(=O)(=O)c2cccs2)Oc2ccc(NC(=O)Nc3ccccc3)cc2C1=O,0.1,16.1
CNC[C@@H]1Oc2ccc(NS(=O)(=O)c3ccc(OC)cc3)cc2CC(=O)N([C@H](C)CO)C[C@@H]1C,0.2,10.8
Cc1ccc(S(=O)(=O)N(C)c2ccc(OC(=O)COc3ccccc3)cc2)cc1,-0.1,13.5
N#CCSc1ccccc1NC(=O)CN1C(=O)C(=O)N(Cc2ccccc2)C1=O,-0.1,0.4
O=C(Nc1ccc(Cl)cc1)c1nc[nH]c1C(=O)NCCCCNC(=O)c1[nH]cnc1C(=O)Nc1ccc(Cl)cc1,0.3,-11.9
Nc1ncnc2c1ncn2[C@@H]1O[C@H](CNCc2ccccc2)[C@@H](O)[C@H]1O,-0.1,0.9
C[C@@H]1CN([C@@H](C)CO)C(=O)c2cccc(NS(=O)(=O)c3cccs3)c2O[C@H]1CN(C)Cc1ccc(C(F)(F)F)cc1,0.1,21.6
COC(=O)c1c(C)[nH]c(C(=O)OCC(=O)c2ccc(C)s2)c1C,0.2,12.8
CN(CC(=O)Nc1c(Cl)cccc1Cl)C(=O)Cc1ccsc1,0.0,19.5
Cc1nc2ccc(NC(=O)CSc3ccccc3)cc2s1,-0.2,-1.5
CC(C)(C)N(Cc1ccccc1)C(=O)COC(=O)c1ccc(N2CCCC2=O)cc1,0.4,15.4
O=c1cc(-c2ccc(O)c(O)c2)oc2cc(O)c([C@@H]3O[C@H](CO)[C@@H](O)[C@H](O)[C@H]3O)c(O)c12,0.1,19.9
COc1cc(/C=C/C(=O)OCC(=O)Nc2cc(S(=O)(=O)N3CCCC3)ccc2Cl)cc(OC)c1OC,0.0,11.5
COc1ccc(-c2nnc(SCC(=O)N3CCCC3=O)n2N)cc1OC,0.0,21.0
COc1cc(-c2noc(C)c2C(=O)NCCCn2ccnc2)cc(OC)c1OC,-0.1,6.9
# Next part.
SMILES,Efflux pump inh,PREPL inhibitor
COc1ccc(C(=O)Nc2ccc(Cl)c(S(=O)(=O)N3CCOCC3)c2)cc1,0.0,10.8
COc1ccc(C(=O)COC(=O)/C=C/c2ccccc2[N+](=O)[O-])cc1,0.7,17.2
C[C@]12C(=O)N(c3cccc(F)c3)C(=O)N1[C@H]1c3ccccc3OC[C@@H]1[C@H]2c1ccccc1,-0.1,4.1
O=C(NCc1cc(C(F)(F)F)ccc1Cl)c1cccc2c1C(=O)c1ccc(N3CCCCC3)cc1S2(=O)=O,0.4,8.7
O=C(NCC#CCSc1nnc(-c2cccc3ccccc23)o1)c1cccs1,-0.3,4.9
C=CC[C@@H](CC(=O)NCCO)C(=O)N[C@@H](C)COC(=O)[C@@H](CC=C)Cc1ccc(F)cc1,-0.3,11.8
O=C(O)c1cc(Cl)ccc1OS(=O)(=O)c1ccc(Cl)s1,0.1,11.6
C=CCSc1nnc(NC(=O)CSCc2c(C)noc2C)s1,0.2,17.5
Fc1ccc2cc(CCO[C@H]3CCCCO3)ncc2c1,-0.2,-1.8
O=C(COC(=O)c1ccc(F)c(S(=O)(=O)N2CCOCC2)c1)NCc1ccc(Cl)cc1,0.0,9.9
CN(CC(=O)Nc1ccccc1Cl)C(=O)CCNC(=O)Nc1ccccc1,-0.1,11.0
COc1cc(OC)cc(C(=O)OCC(=O)Nc2cccc(S(=O)(=O)NC3=NCCCCC3)c2)c1,-0.1,2.3
Cc1cccc(NC(=O)CNC(=O)CSc2ncccn2)c1C,-0.2,28.6
NS(=O)(=O)c1ccc(CCNC(=O)c2ccc3nccnc3c2)cc1,-0.2,17.1
CSc1ncccc1C(=O)Nc1cccc(S(=O)(=O)N2CCCC2)c1,0.1,6.5
CCOC(=O)c1c(C)[nH]c(C)c1C(=O)COC(=O)CCc1ccccc1,0.1,7.7
O=C(CSC(=S)N1CCCC1)N/N=C/c1c(O)[nH]c(=S)[nH]c1=O,0.0,17.4
c1ccc2c(CCN3CCNC[C@H]3Cc3cccc4ccccc34)cccc2c1,0.1,-64.0
CC(=O)[C@H]1CCC2C3CC=C4C[C@@H](O)CC[C@]4(C)C3CC[C@@]21C (some centres not stated),-0.1,2.9

# Some of the entries above, reformatted:
Structure | Efflux pump inh | PREPL inhibitor
CC(C)(C)N(Cc1ccccc1)C(=O)COC(=O)c1ccc(N2CCCC2=O)cc1 | 0.4 | 15.4
O=c1cc(-c2ccc(O)c(O)c2)oc2cc(O)c([C@@H]3O[C@H](CO)[C@@H](O)[C@H](O)[C@H]3O)c(O)c12 | 0.1 | 19.9
COc1cc(/C=C/C(=O)OCC(=O)Nc2cc(S(=O)(=O)N3CCCC3)ccc2Cl)cc(OC)c1OC | 0.0 | 11.5
COc1ccc(-c2nnc(SCC(=O)N3CCCC3=O)n2N)cc1OC | 0.0 | 21.0
COc1cc(-c2noc(C)c2C(=O)NCCCn2ccnc2)cc(OC)c1OC | -0.1 | 6.9
COc1ccc(C(=O)Nc2ccc(Cl)c(S(=O)(=O)N3CCOCC3)c2)cc1 | 0.0 | 10.8
COc1ccc(C(=O)COC(=O)/C=C/c2ccccc2[N+](=O)[O-])cc1 | 0.7 | 17.2
C[C@]12C(=O)N(c3cccc(F)c3)C(=O)N1[C@H]1c3ccccc3OC[C@@H]1[C@H]2c1ccccc1 | -0.1 | 4.1
O=C(NCc1cc(C(F)(F)F)ccc1Cl)c1cccc2c1C(=O)c1ccc(N3CCCCC3)cc1S2(=O)=O | 0.4 | 8.7
O=C(NCC#CCSc1nnc(-c2cccc3ccccc23)o1)c1cccs1 | -0.3 | 4.9
C=CC[C@@H](CC(=O)NCCO)C(=O)N[C@@H](C)COC(=O)[C@@H](CC=C)Cc1ccc(F)cc1 | -0.3 | 11.8
O=C(O)c1cc(Cl)ccc1OS(=O)(=O)c1ccc(Cl)s1 | 0.1 | 11.6
C=CCSc1nnc(NC(=O)CSCc2c(C)noc2C)s1 | 0.2 | 17.5
Fc1ccc2cc(CCO[C@H]3CCCCO3)ncc2c1 | -0.2 | -1.8
O=C(COC(=O)c1ccc(F)c(S(=O)(=O)N2CCOCC2)c1)NCc1ccc(Cl)cc1 | 0.0 | 9.9
CN(CC(=O)Nc1ccccc1Cl)C(=O)CCNC(=O)Nc1ccccc1 | -0.1 | 11.0
COc1cc(OC)cc(C(=O)OCC(=O)Nc2cccc(S(=O)(=O)NC3=NCCCCC3)c2)c1 | -0.1 | 2.3
Cc1cccc(NC(=O)CNC(=O)CSc2ncccn2)c1C | -0.2 | 28.6
NS(=O)(=O)c1ccc(CCNC(=O)c2ccc3nccnc3c2)cc1 | -0.2 | 17.1
CSc1ncccc1C(=O)Nc1cccc(S(=O)(=O)N2CCCC2)c1 | 0.1 | 6.5
CCOC(=O)c1c(C)[nH]c(C)c1C(=O)COC(=O)CCc1ccccc1 | 0.1 | 7.7
O=C(CSC(=S)N1CCCC1)N/N=C/c1c(O)[nH]c(=S)[nH]c1=O | 0.0 | 17.4
c1ccc2c(CCN3CCNC[C@H]3Cc3cccc4ccccc34)cccc2c1 | 0.1 | -64.0
CC(=O)[C@H]1CCC2C3CC=C4C[C@@H](O)CC[C@]4(C)C3CC[C@@]21C (some centres not stated) | -0.1 | 2.9

# Screening results: PubChem BioAssay, several laboratories
